From PubChem
RAD54 inh = RAD54 (human) branch migration inhibition; Q92698; RAD54 Holliday junction branch migration, FAM/BHQ fluorescence; inhibition, % at 10.4 µM; 0.14% of 360,000 active; AID 602329;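 active = mean normalized replicate activity at least 40 and at least half of replicates scoring 40 or more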;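 also: 0% = median of neutral control wells and 100% = median of positive control wells; inhibitors cause a drop in the FAM fluorescence signal; in these data hits start at about 50%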
GSIS activator = GLuc luminescence reporter in INS-1E cells, primary screen for activators of glucose-dependent secretion of insulin; INS-1E GLuc reporter insulin secretion, 2-3 h; activation, % at 16.6 µM; 0.61% of 370,000 active;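 active = lowest replicate activation of at least 40%, so every replicate reaches that level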;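 also: 0% = median of neutral control wells and 100% = median of IBMX positive control wells; some compounds called inactive have numbers as strong as hits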
ARNT-TACC3 inh = ARNT/TACC3 interaction disruption; 0.66% of 390,000 active; inhibition, % at 9.99 µM; AlphaScreen His-ARNT PAS-B/GST-TACC3 binding, luminescence; TACC3 fragment carries E629A point mutation; Q9Y6A5;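 active = mean inhibition of replicates at least 50% and at least half of replicates each reaching 50%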;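 also: 0% = complete ARNT plus TACC3 wells and 100% = ARNT alone without TACC3; many hits fall short of the cut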
ERAP1 HTS inh = inhibitors of human ERAP1 aminopeptidase. recombinant ERAP1, Leu-AMC fluorescence, 60 min. inhibition, % at 10.7 µM. 0.15% of 340,000 active. AID 652197;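 active = mean replicate inhibition of at least 30%, or all replicates individually reaching that 30% level; inactive = mean below 30% and not every replicate reaching it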;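 also: 0% = neutral control wells and 100% = L-leucinethiol positive control wells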
Target sequence (Q9NZ08 whole entry, looked up): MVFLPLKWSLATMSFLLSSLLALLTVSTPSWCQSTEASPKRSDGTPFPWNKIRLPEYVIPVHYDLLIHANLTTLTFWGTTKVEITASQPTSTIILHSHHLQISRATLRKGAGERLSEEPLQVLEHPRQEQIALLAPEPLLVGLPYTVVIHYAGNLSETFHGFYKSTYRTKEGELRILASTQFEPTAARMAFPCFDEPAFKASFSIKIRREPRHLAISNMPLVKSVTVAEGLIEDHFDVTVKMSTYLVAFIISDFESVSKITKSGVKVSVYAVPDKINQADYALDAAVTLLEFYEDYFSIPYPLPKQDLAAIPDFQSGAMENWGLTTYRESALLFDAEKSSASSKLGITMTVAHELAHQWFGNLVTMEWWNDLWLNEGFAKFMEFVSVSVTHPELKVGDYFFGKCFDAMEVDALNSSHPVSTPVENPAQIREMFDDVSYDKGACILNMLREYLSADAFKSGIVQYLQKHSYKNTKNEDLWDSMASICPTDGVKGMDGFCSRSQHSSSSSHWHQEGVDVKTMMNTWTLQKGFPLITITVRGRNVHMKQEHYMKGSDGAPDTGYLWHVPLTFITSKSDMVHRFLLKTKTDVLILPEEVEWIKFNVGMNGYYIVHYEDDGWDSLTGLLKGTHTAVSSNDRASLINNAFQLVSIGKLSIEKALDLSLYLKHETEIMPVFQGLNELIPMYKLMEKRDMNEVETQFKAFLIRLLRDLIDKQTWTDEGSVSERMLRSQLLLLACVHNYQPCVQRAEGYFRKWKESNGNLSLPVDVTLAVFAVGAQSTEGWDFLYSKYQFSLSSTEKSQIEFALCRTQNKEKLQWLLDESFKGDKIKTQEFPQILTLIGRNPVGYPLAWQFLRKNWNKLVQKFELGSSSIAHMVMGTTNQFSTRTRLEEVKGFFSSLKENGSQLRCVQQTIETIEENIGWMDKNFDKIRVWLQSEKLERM
RAD52 inh = inhibitors of human RAD52 DNA annealing | AID 651710 | P43351 | 0.46% of 360,000 active | inhibition, % at 18.7 µM | recombinant RAD52 DNA annealing, FRET fluorescence;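 active = every replicate showing at least 50% inhibition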
XiGFP reactiv = X-chromosome reactivation activator | XiGFP mouse fibroblasts, % GFP-positive cells imaging, 3 d; cells co-treated with 5-aza-dC sensitizer; scaled so ellipticine positive control = 100% | 0.055% of 360,000 active | activation, % at 7.58 µM;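 active = mean normalized replicate activation at least 10% and every replicate at or above 10%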;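 also: 0% = median of on-plate neutral control wells and 100% = ellipticine 6 µM median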
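material = 68-5-11 XiGFP fibroblast line | medium = DMEM plus 5-aza-dC sensitizer | schedule = 3 days compound exposure | benchmarks = positive control ellipticine, 6 µM final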
esBAF inh = blocks esBAF chromatin remodeling in mouse ES cells; Bmi1-luciferase knock-in reporter, 24 h; 100% = twice the neutral-well signal; reporter increase, % at 12.5 µM; 2% of 350,000 active; in the data active = activation above about 40%;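 also: 0% = median of the plate's neutral control wells and 100% = double that signal; a rise in the Bmi1 reporter signal indicates esBAF inhibition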
CFTR F508del cor = correctors of CFTR F508del function in bronchial epithelial cells; AID 720511; 0.36% of 350,000 active; activity (quench increase), % at 7.58 µM; CFBE cells, YFP halide quenching; stimulated with forskolin plus potentiator P3; % fluorescence drop versus neutral controls;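 active = mean added fluorescence quench of at least 8% versus neutral control, with both replicates also reaching 8%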;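 also: cells transiently co-express mutant CFTR-F508del with the halide-sensitive YFP; corrector assay measuring rescue of mutant channel to the surface after 24 h compound exposure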
* = called active by the depositor; i = inactive; nt = not tested or not shown.

SMILES | RAD54 inh | GSIS activator | ARNT-TACC3 inh | ERAP1 HTS inh | RAD52 inh | XiGFP reactiv | esBAF inh | CFTR F508del cor
Cc1noc(C)c1NC(=O)N(C)C[C@H]1Oc2ccc(NC(=O)Cc3ccccc3)cc2C(=O)N([C@H](C)CO)C[C@H]1C | -5 | 13 | 4 | -2 | -14 | 0.0 | 1 | -1.2
C[C@@H]1CN([C@@H](C)CO)C(=O)c2cc(NS(=O)(=O)c3cccs3)ccc2O[C@@H]1CN(C)S(=O)(=O)c1ccc(F)cc1 | -3 | 3 | -7 | -4 | -31 | -0.3 | 2 | 0.4
COc1ccc(NC(=O)Cn2c(-c3ccccc3)cc(C(C)=O)c2C)c(OC)c1 | nt | 6 | -5 | 0 | -10 | 0.4 | nt | 1.9
CCCCCCCCN1C(=O)[C@H](CC(=O)NCCC(C)C)C[C@@]2(C(=O)OC)CC(C)(C)CC=C12 | nt | -30 | nt | 0 | -14 | 0.4 | nt | -1.3
COc1cc2nc(CSc3ncn[nH]3)[nH]c(=O)c2cc1OC | nt | -2 | nt | 2 | -22 | 0.0 | nt | -2.1
Cc1ccc(/C=C/c2ccc(=O)n(Cc3ccc(F)cc3)n2)cc1 | nt | -36 | 7 | -4 | 2 | 0.0 | 10 | 0.4
O=C(NCc1nnc(SCC(=O)N2CCOCC2)o1)c1ccccc1F | nt | 0 | -2 | 14 | -8 | -0.1 | -3 | nt
CCCCc1ccc(S(=O)(=O)NCCCN2CCCC2=O)cc1 | -1 | 9 | 2 | 0 | -12 | 0.2 | 10 | -0.1
Cc1ccc(Cl)cc1N1CCN(C(=O)CCS(=O)(=O)c2cccc3nonc23)CC1 | 1 | -17 | 2 | nt | nt | 0.1 | nt | nt
COc1ccc(S(=O)(=O)N[C@@H]2CC[C@H](CCNC(=O)c3ccccc3F)O[C@@H]2CO)cc1 | 1 | 13 | -19 | 0 | -1 | 0.3 | 8 | -0.2
CCOC(=O)c1sc(NC(=O)CSC(=S)N2CCN(C)CC2)nc1C | 2 | nt | 7 | -2 | -22 | -0.1 | nt | -3.3
O=C(CNC(=O)c1ccccc1F)NCC(c1cccs1)N1CCOCC1 (stereo unspecified) | -13 | 25 | -3 | 0 | -5 | -0.1 | -3 | 4.3
CC(C)COC(=O)N1CCCCC1c1cc(C(=O)NC(C)C)no1 (stereo unspecified) | -17 | 9 | nt | -2 | -14 | -0.1 | 2 | 0.8
C[C@@H]1CN([C@@H](C)CO)C(=O)c2cccc(N(C)C)c2O[C@H]1CN(C)C(=O)Nc1ccccc1 | -11 | 2 | -5 | -1 | 3 | 0.0 | 4 | 1.0
CC(C)[C@H](NC(=O)c1ccc(Cl)cc1)C(=O)OCC(=O)N1CCN(c2ccccc2)CC1 | -8 | -66 | -4 | 1 | -13 | 0.3 | -5 | -0.2
Cc1cc(C)cc(N2CCCn3c2nc2c3c(=O)n(CCN3CCOCC3)c(=O)n2C)c1 | 4 | 11 | -1 | 2 | 1 | nt | -1 | nt
O=C(CN1C(=O)NC2(CCCCC2)C1=O)Oc1ccc2ccc(=O)oc2c1 | 2 | nt | -12 | 5 | -7 | 0.6 | -2 | -1.8
CNC[C@@H]1OCCCC[C@H](C)Oc2ccc(NS(=O)(=O)c3ccc(C)cc3)cc2C(=O)N([C@@H](C)CO)C[C@H]1C | -18 | -3 | nt | -2 | i | 0.1 | -9 | -1.9
CCCCn1c(=O)[nH]c(=O)c2c1nc(-c1cc(Cl)c(OC)c(OC)c1)n2C | -9 | 4 | -8 | -1 | -19 | -0.1 | -1 | 4.1
O=C(CN1CCOCC1)Nc1ccccc1Sc1ccc(Cl)cc1 | -5 | -28 | nt | 3 | -6 | 0.0 | -6 | -0.1
COc1ccc2c3c(n(C)c2c1)[C@@H](CO)N(C(=O)Cc1ccccn1)CC31CN(CC2CCCC2)C1 | nt | -14 | nt | 2 | 34 | 0.0 | nt | -0.7
Cc1nc2ccccc2c(=O)n1NC(=O)c1ccc([N+](=O)[O-])cc1Cl | nt | -10 | 8 | 3 | -11 | 0.5 | nt | -0.5
COC(=O)c1c(NC(=O)C2C3C=CC(CC3)C2C(=O)O)sc(C)c1C (stereo unspecified) | 4 | 24 | -2 | nt | nt | 0.0 | nt | nt
Nc1nc(N)nc(Cc2ccccc2O)n1 | 6 | 16 | -4 | nt | -27 | -0.1 | -4 | 2.5
CCC1(c2ccc(Cl)cc2)NC(=O)N(CC(=O)NC2(C#N)CCCCC2)C1=O (stereo unspecified) | -3 | -9 | -7 | -2 | 0 | 0.1 | -8 | -1.8

Next section.
SMILES | RAD54 inh | GSIS activator | ARNT-TACC3 inh | ERAP1 HTS inh | RAD52 inh | XiGFP reactiv | esBAF inh | CFTR F508del cor
CCOc1ccc(S(=O)(=O)NCc2ccccn2)c(C)c1C | -7 | 11 | -6 | 0 | -12 | 0.0 | -9 | 1.9
C[C@H](CO)N1C[C@H](C)[C@@H](CN(C)S(C)(=O)=O)Oc2ncc(C#Cc3ccc(F)cc3)cc2C1=O | -16 | -8 | -6 | 2 | -8 | 0.0 | -1 | -3.1
NNc1nc2sc3c(c2c(=O)n1Cc1ccccc1)CCC3 | -7 | -2 | 2 | 5 | -6 | 0.0 | 5 | -1.7
O=C(N/N=C/c1cn(CCOc2ccccc2)c2ccccc12)c1ccncc1 | 7 | -4 | -4 | nt | nt | 0.1 | 5 | nt
C[C@@H]1CCCCO[C@@H](CN(C)C(=O)Nc2ccc(C(F)(F)F)cc2)[C@H](C)CN([C@@H](C)CO)C(=O)c2cc(NS(=O)(=O)c3cccs3)ccc2O1 | -4 | -11 | -1 | -6 | -62 | 0.0 | -2 | 0.8
O=C(Nc1ccc(F)cc1)N1CC(=O)N2[C@H](CO)[C@H](c3ccc(-c4ccccc4)cc3)[C@@H]2C1 | nt | -9 | nt | 2 | -2 | -0.1 | nt | -0.5
CCCCC(OC(=O)c1cc2occc2n1C)C(=O)NCC1CCCO1 (stereo unspecified) | -4 | 11 | -2 | 11 | -18 | nt | 4 | 2.7
CCCC#Cc1ccc2c(c1)O[C@@H](CN(C)C(=O)Nc1ccccc1F)[C@@H](C)CN([C@H](C)CO)S2(=O)=O | 3 | -25 | -4 | 0 | -5 | 0.2 | -2 | 4.1
CCOc1ccccc1N1CCN(C(=O)c2c(-c3ccccc3Cl)noc2C)CC1 | nt | 22 | 2 | nt | nt | 0.0 | -4 | nt
O=C(Nc1ccc(F)cc1)C(c1cccc(F)c1)N1CCN(C(=O)c2ccco2)CC1 (stereo unspecified) | nt | -40 | nt | 1 | -19 | -0.1 | nt | 1.0
CCOc1ccccc1NC(=O)/C=C/C(N)=O | 4 | -10 | -17 | 0 | -5 | nt | -10 | 0.5
Cc1ccc(N(CC(=O)NC2CCCCC2)C(=O)CNC(=O)c2ccco2)cc1F | -2 | -6 | 2 | 1 | -8 | 0.1 | -6 | 2.8
Cc1ccc(NC(=O)Cn2c(C)csc2=O)cc1 | nt | 12 | -5 | -2 | -10 | 0.0 | 24 | -1.2
Cn1cnc2c(cnn2-c2ccccc2)c1=O | 6 | 2 | 4 | 3 | -9 | 0.1 | 0 | -1.7
COCCN1C(=O)CN(S(C)(=O)=O)CC1(C)C(=O)NCc1ccccc1 (stereo unspecified) | nt | 34 | nt | -3 | -8 | 0.5 | nt | 0.0
CC(C)NC(=O)N(C)C[C@H]1OCCCC[C@H](C)Oc2ccc(NC(=O)NC3CCCCC3)cc2C(=O)N([C@@H](C)CO)C[C@H]1C | 7 | -8 | -6 | -1 | -5 | 0.3 | -4 | 1.5
CC(NC(=O)c1ccco1)C(=O)OCc1cccc(C(F)(F)F)c1 (stereo unspecified) | -14 | -16 | -6 | -1 | -4 | 0.0 | -2 | -2.0
COc1ccc(S(=O)(=O)N2CCCCN3[C@H](CO)[C@@H](c4ccc(-c5cccnc5)cc4)[C@H]3C2)cc1 | -12 | 16 | 6 | -2 | -4 | 0.1 | nt | 3.5
COc1ccccc1CNC(=O)C1(C)CCN1C(=O)C1(c2ccccc2)CC1 (stereo unspecified) | 0 | 14 | nt | -8 | -8 | 0.5 | -3 | -5.3
CN(C)C(=O)CCc1ccc2c3c([nH]c2c1)[C@]1(C)[C@@H](C(=O)N2CCCCC2)C[C@H](CC(=O)NCC24CC5CC(CC(C5)C2)C4)C(=O)N1CC3 | -5 | nt | 2 | 0 | -15 | 0.8 | -4 | 2.3
O=c1[nH]c(=S)[nH]c2c1C(c1ccc(Cl)cc1)OC(CCc1ccccc1)C2 (stereo unspecified) | 11 | nt | nt | 1 | -3 | 0.4 | -11 | 6.4
CCOc1ccc(S(=O)(=O)NC(C)C(=O)NCc2ccc3c(c2)OCO3)cc1 (stereo unspecified) | 1 | 12 | 1 | 0 | -4 | 0.1 | 0 | 4.6
O=C(NC(=Nc1ccccc1)N1CCOCC1)Nc1ccccc1 | -3 | 17 | 1 | 2 | -6 | nt | 5 | -0.1
COCCNc1nc(NCc2ccc(C)cc2C)c2sccc2n1 | 21 | -10 | nt | 6 | 22 | 0.4 | -4 | 2.3
COc1ccc(OC)c(-n2c(-c3cccc(S(=O)(=O)N(C)C)c3)n[nH]c2=S)c1 | -2 | 28 | 4 | -1 | -20 | 0.0 | 2 | 0.0

Part of the list above, reformatted:
canonical_smiles,RAD54 inh,GSIS activator,ARNT-TACC3 inh,ERAP1 HTS inh,RAD52 inh,XiGFP reactiv,esBAF inh,CFTR F508del cor
O=C(N/N=C/c1cn(CCOc2ccccc2)c2ccccc12)c1ccncc1,7,-4,-4,nt,nt,0.1,5,nt
C[C@@H]1CCCCO[C@@H](CN(C)C(=O)Nc2ccc(C(F)(F)F)cc2)[C@H](C)CN([C@@H](C)CO)C(=O)c2cc(NS(=O)(=O)c3cccs3)ccc2O1,-4,-11,-1,-6,-62,0.0,-2,0.8
O=C(Nc1ccc(F)cc1)N1CC(=O)N2[C@H](CO)[C@H](c3ccc(-c4ccccc4)cc3)[C@@H]2C1,nt,-9,nt,2,-2,-0.1,nt,-0.5
CCCCC(OC(=O)c1cc2occc2n1C)C(=O)NCC1CCCO1 (stereo unspecified),-4,11,-2,11,-18,nt,4,2.7

More entries.
SMILES | RAD54 inh | GSIS activator | ARNT-TACC3 inh | ERAP1 HTS inh | RAD52 inh | XiGFP reactiv | esBAF inh | CFTR F508del cor
C[C@@H]1CN([C@@H](C)CO)C(=O)c2cc(NC(=O)c3ccncc3)ccc2O[C@H]1CN(C)Cc1ccc(C(=O)O)cc1 | 14 | 1 | -7 | 2 | -10 | 0.0 | -1 | -1.0
CC1CCCCN1C(=O)C1CCCCN1S(=O)(=O)c1cccc([N+](=O)[O-])c1 (stereo unspecified) | nt | 0 | 0 | -4 | -20 | -0.1 | -4 | 2.7
NC(=O)c1sc(=S)n2c1[nH]c(=O)c1sccc12 | -3 | 0 | -2 | -1 | -13 | 0.0 | 0 | -0.9
COc1ccc(-n2nc3c(c2NC(=O)c2ccc(S(=O)(=O)N4CCOCC4)cc2)CS(=O)C3)cc1 (stereo unspecified) | nt | -2 | nt | -1 | -20 | 0.2 | nt | -0.1
C[C@H](CO)N1C[C@H](C)[C@@H](CN(C)S(=O)(=O)c2ccccc2)Oc2ccc(NC(=O)C3CC3)cc2CC1=O | -11 | 1 | -17 | 3 | -1 | 0.1 | -2 | 0.0
CO[C@@H]1CN(C)C(=O)c2ccc(NC(=O)c3cccc(Oc4ccccc4)c3)cc2OC[C@@H](C)NC[C@H]1C | 8 | -11 | 5 | 9 | 44 | -0.2 | 2 | -0.5
COc1ccc(NC(=O)Nc2ccc3c(c2)C(=O)N([C@H](C)CO)C[C@@H](C)[C@H](CN(C)C(=O)Nc2ccc(C(F)(F)F)cc2)OCCCC[C@@H](C)O3)cc1 | 4 | 12 | 10 | -3 | 12 | -0.7 | 9 | 3.4
Cc1cc(NC(=O)CSCC(=O)Nc2cc(C(F)(F)F)ccc2N2CCOCC2)no1 | 6 | 2 | 0 | 0 | -1 | 0.1 | -9 | -1.3
Cn1c(Cc2ccccc2)[n+](C)c2ccccc21 | nt | 7 | -15 | 3 | -20 | 0.2 | nt | 3.6
